Bioassay records deposited in PubChem BioAssay by Broad Institute.
BL2 CD40 inh: CD40 pathway inhibition in BL2 cells | BL2 NF-kB luciferase reporter, CD40L-induced, 4 h | inhibition, % at 10 µM | hit rate 0.94% among 83,000;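 active = mean inhibition of at least 50% with a set share of replicates also reaching that level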;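 also: 0% = neutral control wells and 100% = IKK inhibitor VII at 50 µM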
The depositor's hits bear a star; [ ] = dose if it differs, or a comment.

cpd | compound | BL2 CD40 inh
1 | CC1CCCC(=NNC(=O)C2COc3ccccc3O2)C1 (stereo unspecified) | -5
2 | CC(Nc1cccc(C(=O)NC2CC2)c1)c1nnc(-c2ccccc2)o1 (stereo unspecified) | -1
3 | c1ccc(-c2oc3ncnc(NCCN4CCOCC4)c3c2-c2ccccc2)cc1 | 28
4 | O=C(CCNC(=O)c1ccc([N+](=O)[O-])cc1)NCC1COc2ccccc2O1 (stereo unspecified) | -8
5 | COCC(=O)N1CCC2(CC1)CN(Cc1cc(F)ccc1F)[C@H](CO)c1c2c2ccc(OC)cc2n1C | 5[25 µM]
6 | CC(O)(c1cccs1)C(C(=O)O)c1ccccc1 (stereo unspecified) | -2
7 | CN(CC(=O)Nc1ccc(Cl)c(C(F)(F)F)c1)C(=O)COc1cccc2cccnc12 | 3
8 | Cn1nnnc1SCC(=O)c1ccc2c(c1)OCCO2 | -22
9 | COC(=O)[C@H]1[C@H](CO)[C@H]2Cn3c(ccc(-c4cccnc4)c3=O)[C@H]2N1Cc1cccc(F)c1 | 15[25 µM]
10 | CCC(=O)Nc1ccc2c(c1)C(=O)N(C)C[C@H](OC)[C@@H](C)CN(Cc1nccs1)[C@H](C)CO2 | -9[25 µM]
11 | COc1ccc(OC)c(NC(=O)C2CCCN2S(=O)(=O)c2ccc3c(c2)CC(C)N3C(C)=O)c1 (stereo unspecified) | 6
12 | NS(=O)(=O)c1ccc(CNC(=O)c2ccc3c(c2)OCO3)cc1 | -4
13 | Cc1nc2nc(C)c(NS(=O)(=O)c3ccc(Cl)s3)c(=O)n2[nH]1 | 6
14 | O=C(COC(=O)C1CCC(=O)N1)Nc1ccc(Oc2ccccc2)cc1 (stereo unspecified) | -6
15 | Cc1cnc(C(=O)NCC(=O)Nc2ccccc2Br)cn1 | -3
16 | O=C(Cc1nnc(NC(=O)Nc2ccccc2)s1)Nc1ccccc1 | 12
17 | O=C1ON=C(c2ccccc2)/C1=C/c1cccnc1 | -5
18 | CC(=O)Nc1ccc(C)cc1 | 10
19 | O=C(NC1CCS(=O)(=O)C1)c1cccc(S(=O)(=O)N2CCOCC2)c1 (stereo unspecified) | 16
20 | C[C@@H]1CN([C@H](C)CO)S(=O)(=O)c2ccc(C#Cc3ccc(F)cc3)cc2O[C@H]1CN(C)S(=O)(=O)c1cn(C)cn1 | 30[25 µM]
21 | Cc1cnc(C(=O)Nc2cccc(-c3nnc4n3CCCCC4)c2)cn1 | -2
22 | Cc1ccc(CN(C)C[C@H]2OCc3cn(nn3)CCCC(=O)N([C@H](C)CO)C[C@H]2C)cc1 | -1
23 | COc1ccc(OC)c(/C=C/C(=O)N2CCN(S(=O)(=O)c3cc(C)ccc3C)CC2)c1 | 3
24 | N#C[C@@H]1[C@H](c2ccccc2C2=CCCCC2)[C@H](CO)N1C(=O)CN1CCOCC1 | -6[25 µM]
25 | O=C(CN1CSCC1=O)N1CCN(S(=O)(=O)c2cc(C(F)(F)F)ccc2Cl)CC1 | 12
26 | CNC[C@H]1Oc2ccc(NS(C)(=O)=O)cc2C(=O)N(C)C[C@@H]1C | -2
27 | OC[C@H]1[C@H](c2ccc(Br)cc2)[C@H]2CN(Cc3cncnc3)CCCCN21 | 0[25 µM]
28 | COc1ccc(CCN(C)C(=O)COc2ccc(C(=O)c3ccccc3)cc2)cc1OC | 2
29 | CC(C)C(CC(=O)N1CCCCC1)C1CCOC(C)(C)C1 (stereo unspecified) | 13
30 | O=C(O)CCCC(=O)N1CCc2cc(S(=O)(=O)NCc3ccc(F)cc3)ccc21 | 9
31 | Cc1ccc(-c2ccc3c(c2)O[C@H](CN(C)Cc2cncnc2)[C@@H](C)CN([C@H](C)CO)S3(=O)=O)cc1 | -15[25 µM]
32 | CSCCNC(=O)C1(C)CCN1C(=O)CCc1ccccc1 (stereo unspecified) | -3
33 | Cc1cc(C)n2nc(-c3ccsc3-n3c(C)ccc3C)cc2n1 | -7
34 | O=C(O)CCCCCn1c(SCC(=O)Nc2ccc(F)cc2)nc2ccsc2c1=O | -4
35 | C[C@@H]1CN([C@H](C)CO)C(=O)c2ccccc2-c2ccccc2CO[C@@H]1CN(C)C(=O)Nc1cccc(F)c1 | -3
36 | COCCN(C(=O)COC(=O)/C=C/c1nc2ccccc2s1)c1c(N)n(Cc2ccccc2)c(=O)[nH]c1=O | 8
37 | CC(C)NC(=O)Nc1ccc2c(c1)C(=O)N(C)[C@H]1CC[C@@H](CC(=O)NCc3ccc(F)cc3)O[C@@H]1CO2 | 3[25 µM]
38 | CCOC(=O)Nc1sc(C)c(C)c1C(N)=O | 4
39 | COc1cc(/C=C/C(=O)OCC(=O)NC2CCCCCCC2)ccc1O | 0
40 | CC(C)(C)n1nnnc1C(c1ccc(C#N)cc1)N1CCCC2(CCCCC2)C1 (stereo unspecified) | 13
41 | COc1ccc(OC)c(CN2CCN(C(=O)c3cccc(S(=O)(=O)N(C)c4ccccc4)c3)CC2)c1 | -2
42 | Cc1ccc(S(=O)(=O)c2nc(-c3ccccc3)oc2NCCN2CCOCC2)cc1 | 6
43 | O=C(c1ccc(S(=O)(=O)c2ccccc2)cc1)N1CCCCCC1 | 7
44 | COc1cccc(CC2(CO)CCCN(Cc3cnn(-c4ccccc4)c3)C2)c1 (stereo unspecified) | -6
45 | CC1(C(=O)Nc2cccc3c2CCCC3)CCN1C(=O)C1(c2ccccc2)CC1 (stereo unspecified) | 8
46 | CNC(=S)NNC(=O)c1cccc(N(C)C)c1 | 17
47 | COc1ccccc1N=CC1=C(O)CC(c2ccccc2)CC1=O (stereo unspecified) | 7
48 | O=S(=O)(c1ccc2nc(Cc3ccccc3)[nH]c2c1)N1CCOCC1 | 4
49 | CCCCN(C1CCS(=O)(=O)C1)S(=O)(=O)c1cccs1 (stereo unspecified) | 0
50 | COc1ccccc1-n1nnnc1SCC(=O)N(C)C1CCS(=O)(=O)C1 (stereo unspecified) | 5
51 | Cc1ccc(S(=O)(=O)N2CCOCC2)cc1NC(=O)COC(=O)Cc1ccsc1 | 12
52 | COc1ccc(-c2cc3c(=O)n(CC(=O)NCc4cccnc4)nc(C)n3n2)cc1 | -28
53 | Cc1cc(C)n(-c2ccc(C(=O)NCc3cccs3)cc2)n1 | -11
54 | CCOc1ccc(NC(=O)CN(C)C(=O)c2cc([N+](=O)[O-])ccc2N2CCOCC2)cc1OCC | 0
55 | COc1cccc(NC(=O)[C@H](Cc2ccccc2)NC(=O)[C@@H]2Cc3ccccc3CN2)c1 | -11
56 | C[C@H]1CN([C@@H](C)CO)C(=O)c2ccccc2-c2ccccc2CO[C@H]1CN(C)C(=O)Nc1cccc(F)c1 | -8
57 | C[C@@H]1CN([C@H](C)CO)C(=O)c2ccccc2-c2ccccc2CO[C@@H]1CN(C)C(=O)c1ccc(F)cc1 | -12[25 µM]
58 | CC(=O)CC[N+](C)(C)C | 4
59 | N#C[C@H]1[C@H](c2ccc(C#CC3CCCC3)cc2)[C@H](CO)N1C(=O)Nc1ccc(F)cc1 | 10
60 | O=C(NC1CCCCCC1)c1ccc(OCC2CCCO2)cc1 (stereo unspecified) | -33

3 entries from above, with each value named:
(54) CCOc1ccc(NC(=O)CN(C)C(=O)c2cc([N+](=O)[O-])ccc2N2CCOCC2)cc1OCC
  BL2 CD40 inh: 0
(53) Cc1cc(C)n(-c2ccc(C(=O)NCc3cccs3)cc2)n1
  BL2 CD40 inh: -11
(38) CCOC(=O)Nc1sc(C)c(C)c1C(N)=O
  BL2 CD40 inh: 4

4 consecutive entries from above:
cpd | compound | BL2 CD40 inh
31 | Cc1ccc(-c2ccc3c(c2)O[C@H](CN(C)Cc2cncnc2)[C@@H](C)CN([C@H](C)CO)S3(=O)=O)cc1 | -15[25 µM]
32 | CSCCNC(=O)C1(C)CCN1C(=O)CCc1ccccc1 (stereo unspecified) | -3
33 | Cc1cc(C)n2nc(-c3ccsc3-n3c(C)ccc3C)cc2n1 | -7
34 | O=C(O)CCCCCn1c(SCC(=O)Nc2ccc(F)cc2)nc2ccsc2c1=O | -4

Given as labelled records: two of the compounds above
(35) C[C@@H]1CN([C@H](C)CO)C(=O)c2ccccc2-c2ccccc2CO[C@@H]1CN(C)C(=O)Nc1cccc(F)c1
  BL2 CD40 inh: -3
(36) COCCN(C(=O)COC(=O)/C=C/c1nc2ccccc2s1)c1c(N)n(Cc2ccccc2)c(=O)[nH]c1=O
  BL2 CD40 inh: 8

The listing continues:
cpd | compound | BL2 CD40 inh
61 | CC(C)(O)C#Cc1ccc([C@@H]2[C@@H](CO)N3CCCCN(C(=O)c4ccncc4)C[C@H]23)cc1 | -4[25 µM]
62 | COc1cccc(/C=C/C(=O)N(C)CC(=O)Nc2ccc(Cl)c(C(F)(F)F)c2)c1 | 9
63 | Cc1cc(C)nc(N2CCCC(C(=O)Nc3nnc(C)s3)C2)n1 (stereo unspecified) | 2
64 | CC(C)OCCCNC(=O)c1ccc(Br)cc1 | -30
65 | C[C@H](C(=O)N(C)C[C@@H]1OCc2ccccc2-c2c(n(C)c3ccccc23)C(=O)N([C@H](C)CO)C[C@@H]1C)c1ccccc1 | -11
66 | O=C(c1csc2c1CCCC2)N1CCCCC1 | 10
67 | Cc1ccc(S(=O)(=O)N(CC(=O)O)Cc2ccccc2)cc1 | 5
68 | CN1CCCCN2[C@H](CO)[C@H](c3ccc(C#CC4(O)CCCC4)cc3)[C@@H]2C1 | 6[25 µM]
69 | C[C@@H]1CN([C@H](C)CO)C(=O)c2ccccc2-c2ccccc2CO[C@@H]1CN(C)Cc1ccc2c(c1)OCCN2C | 17[25 µM]
70 | CCCCNC(=O)CCn1c(=O)c2ccccc2n(CC(=O)N2CC(C)CC(C)C2)c1=O (stereo unspecified) | 10
71 | CSc1cnc2c(N)nc(N(C)C)nc2n1 | 3
72 | NC(=O)CSc1nc(C23CC4CC(CC(C4)C2)C3)nc2ccccc12 | 4
73 | CN(Cc1ccccc1)S(=O)(=O)c1ccc(Cl)c(C(=O)NCCc2ccccn2)c1 | 9
74 | COC(=O)CCCSc1nccn1-c1ccccc1 | -8
75 | CCOC(=O)C1(Cc2ccc(OC)cc2)CCN(C(=O)CCN2CCCC2=O)CC1 | -18
76 | CCOC(=O)C1=C(COC(=O)C2(C)CC2(Cl)Cl)NC(=O)NC1c1ccccc1 (stereo unspecified) | -6
77 | Cc1noc(C)c1S(=O)(=O)Nc1ccc2c(c1)C(=O)N([C@H](C)CO)C[C@H](C)[C@H](CN(C)Cc1ccc(C(=O)O)cc1)OCCCC[C@H](C)O2 | 0[25 µM]
78 | CC(C)Cc1cc(C(=O)N2CCC(N3CCC(C(=O)N4CCOCC4)CC3)CC2)n[nH]1 | 6
79 | Cc1ccccc1-n1c(=O)n(CCc2ccccc2)c(=O)c2[nH]cnc21 | 1
80 | Cc1ccc2nc(-c3ccccc3)cc(C(=O)N3CC(C)OC(C)C3)c2c1 (stereo unspecified) | -7
81 | O=C(OCc1nc2ccccc2[nH]1)C12CC3CC(CC(C3)C1)C2 | 3
82 | COC(=O)c1ccc(-c2ccc(/C=N/NC(=O)CC3(C)OCCCO3)o2)cc1 | -43
83 | Cc1cc(C)n2nc(C(=O)Nc3c(C)nn(Cc4ccc(F)cc4)c3C)cc2n1 | 5
84 | Cc1sc2ncn(C(C)C(=O)OC3CCCCC3)c(=O)c2c1C (stereo unspecified) | 3
85 | CCCCOc1ccc(C(=O)Oc2ccc(C)nc2)cc1 | 7
86 | CCOCCCNS(=O)(=O)c1ccc(Br)cc1 | 12
87 | CCCn1c(=S)[nH]c2cc(OC)c(OC)cc2c1=O | 8
88 | CCCC1(CCC)NC(=O)NC1=O | 11
89 | Nc1ccc2c(c1)C1(CCC2)NC(=O)NC1=O (stereo unspecified) | -5
90 | CSc1nc(NCCCN(C)C)c2c3c(sc2n1)CN(C)CC3 | 7
91 | O=C(CSc1ccccc1)NCC1(N2CCCCC2)CCCCC1 | -4
92 | COc1cccc(S(=O)(=O)N2CCCCN3[C@H](CO)[C@H](c4ccc(C5=CCCCC5)cc4)[C@H]3C2)c1 | 10[25 µM]
93 | Cc1ccccc1OCc1nc(-c2cccnc2)no1 | -69
94 | Cc1ccc(C(=O)CCC2CCCC2=O)cc1 (stereo unspecified) | -82
95 | COc1cccc(NC(=O)C2CCN(c3ncccn3)CC2)c1 | 1
96 | COc1ccc(Nc2nc3cc(-c4ccccc4C)sc3c(=O)n2C)cc1OC | -14
97 | Cc1cc(C)cc(OCCNS(=O)(=O)c2cccs2)c1 | 5
98 | Cc1ccc(S(=O)(=O)N(C)C[C@@H]2Oc3c(NS(C)(=O)=O)cccc3C(=O)N([C@@H](C)CO)C[C@@H]2C)cc1 | -4[25 µM]
99 | O=C(c1ccccc1F)N1CC[C@@H]2[C@H]1c1cc(Br)ccc1N[C@@H]2CO | -38
100 | C[C@@H]1CN([C@H](C)CO)C(=O)c2c(c3ccccc3n2C)-c2ccccc2CO[C@H]1CN(C)S(=O)(=O)c1cccc(F)c1 | 2
101 | CCS(=O)(=O)N1[C@H](C#N)[C@H](c2ccc(-c3cccc(F)c3)cc2)[C@@H]1CO | -12[25 µM]
102 | COc1ccc(OCC(=O)NC2CCSc3ccccc32)cc1 (stereo unspecified) | -1
103 | O=C(C[C@@H]1C=C[C@H](NS(=O)(=O)c2ccc(F)cc2)[C@H](CO)O1)N1CCc2ccccc2C1 | 3[25 µM]
104 | Cc1c(C(=O)N2CCC(C)CC2)sc2ncnc(N3CCN(c4ccccc4)CC3)c12 | -10
105 | CCOc1cc(C#N)ccc1OCC(=O)N1CCN(C(=O)c2cccs2)CC1 | 7
106 | O=C(Nc1ccc(N2CCCC2)cc1)c1cc([N+](=O)[O-])ccc1N1CCOCC1 | -2
107 | Cc1noc(C)c1NC(=O)N(C)C[C@H]1OCc2cnnn2CCCC(=O)N([C@H](C)CO)C[C@H]1C | -2[25 µM]
108 | Cn1c(=O)c2c(ncn2CCc2ccccc2)n(C)c1=O | 4
109 | COCCCNC(=S)N1CCN(c2nc(-c3ccc(Cl)cc3)cs2)CC1 | -11
110 | Cc1ccc(S(=O)(=O)N(C)C[C@@H]2OCc3cnnn3CCCC(=O)N([C@H](C)CO)C[C@@H]2C)cc1 | -4
111 | COc1ccccc1NC(=O)CN(Cc1ccco1)C(=O)c1cc2ccccc2o1 | 9
112 | O=C1C2C3C=CC(O3)C2C(=O)N1N=Cc1cccc2ccccc12 (stereo unspecified) | -108
113 | COc1ccc(O)c(C(=O)c2cnn(C(=O)c3cccc(S(=O)(=O)N(C)C)c3)c2)c1 | -13

These rows are one share of the data; count on the stated rates, not on these rows.
